Screens from PubChem BioAssay.
Bfl-1 Bim block = inhibitors of Bim-Bfl-1 interaction, human. Q16548. Bead-based flow cytometry, Bim-Bfl-1 binding inhibition. inhibition, % at 10 µM. 190,000 compounds, 0.12% hits. AID 1008;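 note: 0% = wells without compound plus tracer and 100% = blocker peptide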
ABCG2 block = inhibitors of human ABCG2 transporter, ABCB1 counter-screen; 190,000 compounds, 0.1% hits; AID 1325; Q9UNQ0; inhibition, % at 6.6 µM; IgMXP3 cells, JC-1 efflux, flow cytometry;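 active = inhibition above 80%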;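 note: 0% = DMSO and 100% = nicardipine control wells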
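Test system: IgMXP3 (ABCG2) plus far-red-tagged CCRF-Adr (ABCB1) cells. Reagent: JC-1 dye as substrate. Timing: 10 min exposure at 25 °C with rotation, no wash. Measured by: flow cytometric JC-1 green MFI at 530 nm. Read-out: percent efflux inhibition, scaled nicardipine 100% to DMSO 0%. Control set: nicardipine and DMSO wells.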
ABCB1 block = inhibitors of human ABCB1 transporter, ABCG2 counter-screen; 190,000 compounds, 0.067% hits; CCRF-Adr cells, JC-1 efflux, flow cytometry; inhibition, % at 6.6 µM; P08183; in the data active = inhibition above about 40%;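 note: 0% = vehicle and 100% = reference inhibitor; higher value means more JC-1 retained so stronger ABCB1 efflux block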
Bim-Bcl-XL = inhibitors of Bim-Bcl-XL interaction, human. Q07817. Bim peptide-Bcl-XL binding, bead flow cytometry, fluorescence. inhibition, % at 10 µM. 190,000 compounds, 0.04% hits. AID 1007
Target sequence (Q07817 whole entry, looked up): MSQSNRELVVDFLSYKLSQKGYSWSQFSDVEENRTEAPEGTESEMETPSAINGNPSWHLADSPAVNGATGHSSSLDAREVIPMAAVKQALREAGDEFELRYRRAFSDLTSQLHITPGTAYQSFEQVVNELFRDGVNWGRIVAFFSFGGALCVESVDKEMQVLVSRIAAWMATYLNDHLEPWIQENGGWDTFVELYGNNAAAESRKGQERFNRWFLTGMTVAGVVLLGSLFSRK
Mcl-1 Bim block = inhibitors of Bim-Mcl-1 interaction, human. Q07820. Bead-based flow cytometry, Bim peptide-Mcl-1 binding. inhibition, % at 10 µM. 190,000 compounds, 0.1% hits. AID 1009;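 note: 0% = no compound tracer wells and 100% = peptide blocker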
Target sequence (Q07820 whole entry, looked up): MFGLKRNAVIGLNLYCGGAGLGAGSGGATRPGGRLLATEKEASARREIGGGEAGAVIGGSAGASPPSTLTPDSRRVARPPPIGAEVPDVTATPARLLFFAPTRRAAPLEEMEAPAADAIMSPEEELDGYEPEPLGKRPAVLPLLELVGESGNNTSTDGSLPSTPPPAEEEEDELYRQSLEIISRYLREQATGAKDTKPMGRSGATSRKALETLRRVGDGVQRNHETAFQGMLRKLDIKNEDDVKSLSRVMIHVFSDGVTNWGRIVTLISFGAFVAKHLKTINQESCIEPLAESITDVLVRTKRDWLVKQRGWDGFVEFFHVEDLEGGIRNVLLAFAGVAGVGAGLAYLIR
RGS7-Gao reg = human RGS7-Galphao interaction regulation | P09471 | Multiplexed bead flow cytometry, RGS7-Galphao binding; actives lie on both sides | binding response (% of control), % at 10 µM | 220,000 compounds, 0.35% hits | AID 1439; in the data active = binding response below about 49% or above about 150%; inconclusive = no clear call, values can overlap the other calls; inactive = in between;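 note: fluorescent Galphao held in activated GDP-AlF4 state binding bead-coupled RGS7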
RGS4-Gao reg = human RGS4-Galphao interaction regulation; Multiplexed bead flow cytometry, RGS4-Galphao binding; actives lie on both sides; AID 1415; 220,000 compounds, 0.33% hits; P09471; binding response (% of control), % at 10 µM; in the data active = binding response below about 49% or above about 150%; inactive = in between;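 note: fluorescent Galphao activated with aluminum fluoride binding bead-coupled RGS4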
Bim-Bcl-W = disrupts Bim peptide binding to human Bcl-W; bead-based flow cytometry; 190,000 compounds, 0.02% hits; inhibition, % at 10 µM;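 note: 0% = bound tracer without compound and 100% = peptide blocker; higher means less fluorescent Bim peptide bound to Bcl-W beads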
Target sequence (Q92843 whole entry, looked up): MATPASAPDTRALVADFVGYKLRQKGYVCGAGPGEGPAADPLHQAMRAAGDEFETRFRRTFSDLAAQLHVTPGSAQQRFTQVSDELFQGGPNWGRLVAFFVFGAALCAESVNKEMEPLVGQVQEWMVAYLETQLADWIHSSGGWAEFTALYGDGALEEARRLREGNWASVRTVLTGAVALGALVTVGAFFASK
RGS8-Gao reg = modulates binding of RGS8 to human Galphao. P09471. multiplexed bead flow cytometry; actives lie on both sides. response (percent of control binding), % at 10 µM. 220,000 compounds, 0.34% hits; in the data active = response below about 60% or above about 140%; inactive = in between;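 note: Galphao activated as the GDP aluminium fluoride complex binding bead-coupled RGS8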
Bcl-2 Bim block = human Bim-Bcl-2 interaction inhibition | 190,000 compounds, 0.06% hits | inhibition, % at 10 µM | P10415 | Bead-based flow cytometry, Bim peptide-Bcl-2 binding | AID 950; in the data active = inhibition above about 40%; inconclusive = no clear call, values can overlap the other calls;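 note: 0% = no compound wells with probe peptide and 100% = reference peptide inhibitor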
Bcl-B Bim block = inhibitors of Bim-Bcl-B interaction, human; Q9HD36; inhibition, % at 10 µM; 190,000 compounds, 0.073% hits; AID 951; bead-based flow cytometry, Bim peptide-Bcl-B binding;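 note: 0% = tracer peptide without compound and 100% = reference inhibitor peptide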
Target sequence (Q9HD36 whole entry, looked up): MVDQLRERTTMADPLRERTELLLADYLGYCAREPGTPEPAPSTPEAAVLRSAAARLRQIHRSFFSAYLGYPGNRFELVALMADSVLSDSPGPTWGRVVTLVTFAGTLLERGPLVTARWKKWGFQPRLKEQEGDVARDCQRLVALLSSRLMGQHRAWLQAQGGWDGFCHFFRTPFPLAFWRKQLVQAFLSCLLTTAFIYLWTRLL
* marks the source's active call; other numbers are inactive results; ? = inconclusive; . = no result given. Cut-off read from the data, not from the text of the source, unless noted: active = inhibition above about 40%.

SMILES	Bfl-1 Bim block	ABCG2 block	ABCB1 block	Bim-Bcl-XL	Mcl-1 Bim block	RGS7-Gao reg	RGS4-Gao reg	Bim-Bcl-W	RGS8-Gao reg	Bcl-2 Bim block	Bcl-B Bim block
Cc1ccccc1CNC(=O)c1ccc(Cl)c([N+](=O)[O-])c1	0	-1	.	-6	8	102	102	-7	102	-8	-5
Cc1cc(O)c(C(C)C)cc1NC(=O)c1cccc(Cl)c1	-10	11	0.7	-2	-2	100	103	2	102	-12	-6
N#Cc1c(-c2ccc(F)cc2)ccnc1N1CCOCC1	-1	9	0.8	0	0	103	105	2	103	4	0
COc1ccc(CNS(=O)(=O)NCc2ccc(OC)c(OC)c2)cc1	-6	8	0.6	0	0	95	97	-1	100	-3	0
CCc1ccc(C(=O)OCC(=O)c2c(N)n(CC(C)C)c(=O)n(C)c2=O)cc1	-3	-1	0.1	-2	2	97	97	0	85	-2	-4
Cc1ccc(Cl)cc1NC(=O)CSc1nnc(C)n1-c1ccccc1	-12	5	0.3	-8	-5	100	99	-6	99	-5	-7
O=C(COc1ccc([N+](=O)[O-])cc1)Nn1cnnc1	-7	-1	0.0	-2	2	104	104	2	103	1	-1
Cc1ccc(/C=C/C(O)=C2/C(=O)N(C)C3(C)CC2c2ccccc2O3)cc1 (stereo not drawn)	4	0	-6.6	0	-2	97	98	-1	95	1	-6
COc1ccc(C2(O)CCN(CCCCOc3ccccc3)CC2)cc1	-1	2	1.3	-3	-1	105	107	0	102	-5	0
COc1cccc(NC(=O)c2ccc(NCCCN3CC(C)CC(C)C3)c([N+](=O)[O-])c2)c1 (stereo not drawn)	-2	11	1.4	-4	0	100	105	0	106	-2	-1
Cc1ccc2nc(Nc3nc(C)cc(C(F)(F)F)n3)nc(C)c2c1	-11	5	0.4	-2	-2	103	103	-1	109	-12	-8
O=C1c2ccccc2NC(c2ccccn2)N1c1ccc(Cl)cc1 (stereo not drawn)	-2	2	0.5	0	-2	98	100	-1	105	-1	0
Nc1ccc(C(=O)OCC(=O)N2CCc3ccccc3C2)cc1[N+](=O)[O-]	-3	47	1.0	-5	-3	96	101	-3	98	-4	-4
Nc1nn2c(C(F)(F)F)cc(=O)[nH]c2c1N=Nc1cccc(F)c1	3	1	-0.3	2	1	99	102	0	101	1	6
CCOc1cc(/C=N/NC(=O)c2ccncc2)cc(Cl)c1OS(C)(=O)=O	5	2	0.1	4	6	98	97	2	91	4	4
Cc1ccc(C(=O)Nc2nc3c(s2)CCCC3)o1	-11	2	0.6	-8	-2	97	95	0	96	-9	-7
O=C(Cn1c2ccc(F)cc2c2nc3n(c(=O)c21)CCS3)Nc1ccccc1F	0	12	9.6	4	-1	106	105	2	104	2	3
Cc1nc(NCC2CCCO2)c2nnn(Cc3c(F)cccc3Cl)c2n1 (stereo not drawn)	-3	14	3.6	0	1	?	101	0	101	0	-2
Cc1cccc(OCc2nnc(SCn3nnc4ccccc4c3=O)o2)c1	-12	0	0.1	-15	-1	100	98	-1	100	-7	-6
O=C(c1cccc(NS(=O)(=O)c2ccc(F)c(F)c2)c1)N1CCN(Cc2ccccc2)CC1	-18	-3	0.4	-3	-2	102	100	-4	102	-9	-6
O=C(c1cc2ccccc2oc1=O)N1CCN(c2ccccn2)CC1	-15	5	-0.2	-5	-4	105	107	-3	112	-3	-10
O=c1c(-c2ccccc2)nc(-c2ccccc2)cn1O	-18	14	-1.0	-4	-3	105	102	-3	99	-10	-8
S=C(c1ccc(-c2cccc(Cl)c2)o1)N1CCCCC1	4	-2	-1.8	0	-4	96	99	-1	93	-1	-6
CCN(CC)C(=O)C1CCC(C)(C(=O)O)C1(C)C (stereo not drawn)	0	0	0.1	-3	1	95	95	-1	94	3	0
COc1ccc(OCCC(=O)OCC(=O)NC(=O)NC(C)(C)C)cc1	-14	2	0.3	-6	4	103	104	4	103	-6	-8
CC(C)CC(NC(N)=O)C(=O)OCC(=O)Nc1ccc(SC(F)F)cc1 (stereo not drawn)	-2	22	-0.1	-1	-1	102	105	-2	104	-2	-2
O=C1c2ccccc2C(Nc2ccc(S(=O)(=O)N3CCOCC3)cc2)N1c1cccnc1 (stereo not drawn)	0	-5	-2.4	0	-2	82	80	0	76	2	0
CCCCNC(=S)Nc1ccc(Oc2ccccc2)cc1	-1	4	0.0	-11	-6	?	96	-6	99	-10	-29
CCN1CCN(S(=O)(=O)c2cccc(S(=O)(=O)N3CCOCC3)c2)CC1	-11	3	0.8	-1	0	95	93	0	99	-7	-4
CC(C)CCNC(=O)/C=C/c1ccc(Br)cc1	0	42	1.7	-4	-4	104	105	0	108	-1	-6
CC(C)OC(=S)N/C(=N\S(=O)(=O)c1ccccc1)c1ccccc1	-5	2	0.8	-8	-3	102	102	0	101	-8	-18
CCOc1ccc(C)cc1S(=O)(=O)NC1CCCCC1	-2	2	0.6	-3	-2	100	95	-1	93	0	1
Cc1c(OCc2ccc([N+](=O)[O-])cc2)ccc2c3c(c(=O)oc12)CCC3	0	-3	-1.0	-4	-2	99	103	-1	105	0	-1
COC(=O)c1ccc(COC(=O)Cc2n[nH]c(=O)c3ccccc23)cc1	-3	0	5.7	-2	0	?	95	2	94	-2	0
COc1ccc2[nH]c(=O)c(CN(CCc3cccc(C)c3)C(C)=O)cc2c1	-1	2	0.7	1	-3	102	102	1	102	-2	0
COc1ccc(NC(=O)Nc2ccc(Cc3ccncc3)cc2)c(OC)c1	1	6	1.3	-1	0	97	100	1	102	0	0
O=C(NCc1cccs1)c1cc(C2CC2)on1	-12	2	0.3	-4	-1	104	105	-1	104	-8	-9
COc1cccc(Nc2nc(N)nc(-c3oc4ccccc4c3C)n2)c1	-3	0	0.2	-1	-1	98	100	-2	102	-6	-2
O=c1c2c3c(sc2ncn1/N=C/c1ccco1)CCCC3	0	16	1.0	1	2	103	103	1	98	3	0
COC(=O)c1cc(OC)c(OC)cc1NC(=O)C1CCCO1 (stereo not drawn)	-3	17	0.6	0	0	99	99	0	104	-1	1
COc1ccc(OC)c(/C=C/C(=O)c2ccc(Cl)cc2)c1	1	4	0.4	0	0	100	101	0	99	-3	-6
NC(=S)N/N=C/C=C/c1ccccc1	2	2	-0.2	-8	-7	103	103	-9	105	0	-4
O=C(Nc1ccccc1C(=O)N1CCCC1)c1ccccc1	5	1	0.1	0	3	104	103	5	101	6	2
CCOC(=O)C(=Cc1ccc(-c2ccsc2C(=O)OC)o1)C(=O)OCC	-1	4	0.4	-1	4	97	99	-2	99	1	-2
CCn1nc(NC(=O)c2cccnc2)c2cc3cccc(C)c3nc21	-1	-2	-5.2	0	1	94	90	2	99	0	2
COC(=O)c1c(NC(=O)CSc2nnnn2-c2ccccc2)sc2c1CCC(C)C2 (stereo not drawn)	-3	0	-0.3	0	3	97	97	0	94	-4	1
COc1ccc(OC)c2[nH]c(=O)c(CCNC(=O)COc3ccccc3)cc12	-1	2	0.6	-2	-1	101	100	-3	98	-2	-1
CCCSc1nc2c(cnn2-c2ccc(C)c(C)c2)c(=O)[nH]1	-10	7	0.4	-3	0	99	103	0	101	-5	-6

Only Bfl-1 Bim block (4 entries from above):
smiles | Bfl-1 Bim block
O=C(NCc1cccs1)c1cc(C2CC2)on1 | -12
COc1cccc(Nc2nc(N)nc(-c3oc4ccccc4c3C)n2)c1 | -3
O=c1c2c3c(sc2ncn1/N=C/c1ccco1)CCCC3 | 0
COC(=O)c1cc(OC)c(OC)cc1NC(=O)C1CCCO1 (stereo not drawn) | -3

Other structures:
SMILES	Bfl-1 Bim block	ABCG2 block	ABCB1 block	Bim-Bcl-XL	Mcl-1 Bim block	RGS7-Gao reg	RGS4-Gao reg	Bim-Bcl-W	RGS8-Gao reg	Bcl-2 Bim block	Bcl-B Bim block
CCCOc1ccc(-c2cn3ccccc3n2)cc1[N+](=O)[O-]	-8	13	1.1	-6	-7	100	105	-5	103	-8	-8
O=C1N/C(=C/c2cccs2)C(=O)N1Cc1ccc(F)cc1	-3	7	0.9	1	1	?	96	0	101	2	-1
CC(=O)Nc1c(NC(=O)CC#N)[nH]c2c(c1=O)c(=O)n(C)c(=O)n2C	-8	-3	-0.3	-3	-3	106	106	-3	108	-4	-3
Cc1cccc(NC(=O)c2ccc(C3SCC(=O)N3CCc3ccccc3)cc2)c1C (stereo not drawn)	-2	6	3.4	-3	0	98	102	0	99	-4	-2
O=CN1Cc2[nH]c3ccccc3c2N(c2ccc(Cl)cc2)C1=O	-4	1	0.8	0	-3	99	99	0	98	-2	-2
COc1ccccc1C(=O)Nc1cccc(SC)c1	0	14	0.3	0	0	105	101	0	104	0	0
CCCC(C)NC(=O)c1ccc(-c2ccccc2)cc1 (stereo not drawn)	-6	1	0.0	-4	-3	102	103	-2	103	-2	-2
CCNS(=O)(=O)c1ccc(NC(=O)c2ccc(Cn3cc(Br)cn3)o2)cc1	-2	0	0.1	-6	-6	102	102	-4	102	-5	-7
Cc1ccc(NC(=O)CNc2ccc(Cl)cc2F)cc1	-6	10	-0.6	-7	-6	100	96	-5	97	-6	-8
CC(C)Oc1cccc(C(=O)C2CCCN(C(=O)c3ccsc3)C2)c1 (stereo not drawn)	-5	2	1.6	-1	0	102	100	0	98	-3	-4
N#Cc1c(N)sc2c1CCCCCC2	15	1	0.3	-1	-7	102	101	5	100	-4	-22
COc1ccc(-c2nnc(SC)n2C)cc1	-2	0	0.3	-2	1	97	102	-1	99	-1	-1
O=C(CSc1cccc[n+]1[O-])C12CC3CC(CC(C3)C1)C2	-3	5	1.1	-5	-5	105	101	-5	101	-10	-32
Cc1cc(=O)oc2cc(OCC(O)CN3CCN(c4ccccc4)CC3)ccc12 (stereo not drawn)	0	6	1.4	-2	-3	93	95	-1	96	0	-3
CCOC(=O)C1=C(C)NC(=O)NC1c1ccc(OC)c(Cl)c1 (stereo not drawn)	-11	1	0.4	1	0	87	92	0	95	-8	-6
CCOC(=O)C1CCN(c2c(NCCCN(CC)Cc3ccccc3)c(=O)c2=O)CC1	-19	10	1.3	-7	-3	100	100	-2	101	-15	-7
Cc1cccc(C)c1N1CCN(c2n[nH]c(N)n2)CC1	-5	0	0.0	-2	0	103	100	-1	102	0	-4
Cc1c(Cl)cccc1NC(=O)c1cc(C2CC2)on1	-12	1	0.1	-4	-2	102	99	0	96	-8	-8
CC(=O)Nc1ccc(C(=O)CSc2nnc(C)o2)cc1	-11	38	0.5	-4	-1	101	101	0	101	-4	-9
Cc1ccc(O)c(Sc2cc(C)ccc2O)c1	2	2	0.7	-2	-1	101	99	-2	102	-3	-4
Cn1cccc1/C=C(\C#N)c1ccccc1	-4	13	0.4	0	0	99	102	0	101	0	0
